DNMT1 block – blocks human DNA methyltransferase DNMT1. 360,000 tested, 0.83% active. P26358. AID 588458. DNMT1 molecular beacon, Hinp1I cleavage, fluorescence. inhibition (reported as % activation of signal), % at 10 µM; in the data active = inhibition above about 50%
Target sequence (P26358 504-1616 limits assumed): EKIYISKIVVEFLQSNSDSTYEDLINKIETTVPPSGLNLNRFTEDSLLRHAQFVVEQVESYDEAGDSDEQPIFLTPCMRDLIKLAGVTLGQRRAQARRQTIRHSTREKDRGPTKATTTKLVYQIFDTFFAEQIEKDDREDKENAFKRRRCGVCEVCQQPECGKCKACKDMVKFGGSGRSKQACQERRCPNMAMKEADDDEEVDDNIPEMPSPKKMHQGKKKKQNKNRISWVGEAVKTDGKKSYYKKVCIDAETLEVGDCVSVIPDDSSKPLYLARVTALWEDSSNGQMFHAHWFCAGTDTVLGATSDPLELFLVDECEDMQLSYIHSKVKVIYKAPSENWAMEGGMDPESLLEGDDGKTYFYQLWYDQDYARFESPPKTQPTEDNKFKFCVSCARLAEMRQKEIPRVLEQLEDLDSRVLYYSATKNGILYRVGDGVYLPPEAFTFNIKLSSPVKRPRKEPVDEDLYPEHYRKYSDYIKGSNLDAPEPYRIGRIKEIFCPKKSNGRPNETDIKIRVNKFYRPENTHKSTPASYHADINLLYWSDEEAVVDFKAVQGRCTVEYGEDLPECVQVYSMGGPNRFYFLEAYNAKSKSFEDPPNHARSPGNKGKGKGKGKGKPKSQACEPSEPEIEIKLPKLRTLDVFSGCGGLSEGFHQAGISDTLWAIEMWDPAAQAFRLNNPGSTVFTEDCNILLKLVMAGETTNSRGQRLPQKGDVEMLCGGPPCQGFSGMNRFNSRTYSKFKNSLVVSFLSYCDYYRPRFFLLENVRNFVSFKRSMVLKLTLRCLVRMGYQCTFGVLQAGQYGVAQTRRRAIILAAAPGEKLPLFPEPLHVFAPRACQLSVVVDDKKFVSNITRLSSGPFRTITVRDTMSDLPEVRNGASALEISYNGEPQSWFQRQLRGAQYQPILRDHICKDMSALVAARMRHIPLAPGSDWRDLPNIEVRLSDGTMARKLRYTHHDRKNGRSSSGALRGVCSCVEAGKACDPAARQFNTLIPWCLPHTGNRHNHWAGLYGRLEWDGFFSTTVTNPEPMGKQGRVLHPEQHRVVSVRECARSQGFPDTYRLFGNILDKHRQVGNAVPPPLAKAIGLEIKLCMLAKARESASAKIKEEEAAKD
Scp-1 inhibitor – Scp-1 (human) phosphatase inhibition | Q9GZU7 | Recombinant Scp1, phosphopeptide, malachite green phosphate absorbance | inhibition, % at 20 µM | 340,000 tested, 0.88% active | AID 493091;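 active = inhibition above about 50% at 20 µM, limit read from the data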;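 note: plate controls were DMSO wells with enzyme for no effect and wells lacking enzyme for full effect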
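Test system – truncated SCP-1 phosphatase (76-261aa) · Reagent – Phosphorylated 17-residue peptide substrate · Incubation – 45 min room-temperature reaction, 5 min colour, 30 min stabiliser · Detection – colorimetric phosphate reagent with accelerator and stabiliser, absorbance at 630 nm · Measure – % inhibition at 20 µM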
STEP block – STEP (human) phosphatase inhibition; recombinant STEP, OMFP fluorogenic substrate, fluorescence; inhibition, % at 20 µM; 360,000 tested, 0.25% active;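 active = inhibition at 20 µM, scaled per plate between control wells, above about 37%, limit read from the data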;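 note: 0% = DMSO with enzyme and substrate and 100% = substrate only without enzyme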
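Material: STEP (striatal-enriched tyrosine phosphatase) enzyme, cell-free; Compound dosing: 20 µM single dose in 1% DMSO; Technique: fluorescence read at 480 nm ex / 540 nm em; Times: reaction 20 min, ambient temperature; Medium: 50 mM Bis-Tris pH 6.0 with 2.5 mM DTT and 0.005% Tween 20; Also added: OMFP at 25 µM.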
LMPTP inh – blocks human LMPTP phosphatase; recombinant LMPTP-A, OMFP fluorogenic substrate, fluorescence intensity; 360,000 tested, 0.22% active; inhibition, % at 20 µM; P24666;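 active = compounds that cut the enzyme signal by at least half of the control window in the single-dose screen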;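 note: plate controls were DMSO wells with enzyme plus substrate for no effect and substrate without enzyme for full effect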
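Assay system: LMPTP-A phosphatase enzyme | Input: 0.625 nM enzyme | Also added: Fluorogenic phosphatase substrate OMFP at 400 µM final | Compound dosing: One test concentration per compound, 20 µM, with 3% DMSO overall | Schedule: 50 min enzyme reaction at room temperature, protected from light | Signal: Fluorescence intensity | Benchmarks: no-enzyme and uninhibited controls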
MsrA inhibitor – inhibits bovine methionine sulfoxide reductase A; purified bovine MsrA, absorbance read-out; inhibition, % at 15.5 µM; 360,000 tested, 0.75% active; AID 651718; in the data active = inhibition above about 4.5%;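 note: 0% = vehicle wells with enzyme and 100% = reference inhibitor wells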
SUMO1 PPI mod – SUMO1-SIM interaction modulation. P63165. SUMO1 binding to a labelled peptide, TR-FRET, 1 h. inhibition, % at 20 µM. 360,000 tested, 0.33% active. AID 602429; in the data active = inhibition above about 37%
MsrA act – activators of bovine methionine sulfoxide reductase A. purified bovine MsrA, absorbance read-out. activation, % at 10.6 µM. 360,000 tested, 0.3% active. AID 602163; in the data active = activation above about 7.5%;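 note: 0% = vehicle and 100% = reference activator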
TbMetRS inhib – Trypanosoma brucei MetRS inhibition; purified T. brucei MetRS, ATP depletion, Kinase-Glo luminescence; inhibition, % at 11.9 µM; 360,000 tested, 0.4% active; AID 624268;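 active = inhibition above a per-plate cutoff of the control wells' mean inhibition plus 3 SD, cut at about 5.5% in these data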;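 note: 0% = DMSO wells median and 100% = median of wells with control inhibitor compound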
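Assay system: T. brucei methionyl-tRNA synthetase, purified | Medium: HEPES buffer with MgCl2, KCl, DTT, spermine, BSA, pyrophosphatase | Compound: 11.9 µM single point | Incubation: 15 min enzyme-compound preincubation, 2 h reaction, 10 min detection, 25 °C | Measured by: Kinase-Glo luciferase luminescence reporting remaining unconsumed ATP | Measure: % inhibition normalized to control-well medians | Replication: Singlicate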
CendR NRP1 mod – alters CendR peptide binding to human NRP-1 | FAM-RPARPAR peptide binding to NRP-1, fluorescence polarization | inhibition, % at 25 µM | 360,000 tested, 0.85% active | AID 602438;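 active = inhibition or corrected inhibition above about 18%, plus a signal ratio from 0.5 to 1.5, limit read from the data, passing the limit was not always enough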; note: strong numbers were not always called active
eLon inh – inhibitors of E. coli Lon protease. P0A9M0. purified E. coli Lon protease, fluorescence polarization. inhibition, % at 7.94 µM. 360,000 tested, 0.42% active. AID 602123; in the data active = inhibition above about 13%, passing the limit was not always enough;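 note: 0% = enzyme with probe and DMSO and 100% = no enzyme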
Starred values were filed as active, the others as inactive; nt = not tested or not shown. Hits appear at their usual frequency. About 4.3% of those tested had a hit in this group.

SMILES	DNMT1 block	Scp-1 inhibitor	STEP block	LMPTP inh	MsrA inhibitor	SUMO1 PPI mod	MsrA act	TbMetRS inhib	CendR NRP1 mod	eLon inh
COc1cc(NC(=O)CN2CCC(C)CC2)c(C)cc1[N+](=O)[O-]	0	-2	-2	-0.4	1.9	-2	-4	-0.7	-8	1
CCn1c(C)nnc1SCC(=O)Nc1ccc2c(c1)OCCO2	0	-5	-1	-1.6	0.3	9	0	0.7	3	2
CCOc1ccc(NC(=S)NS(=O)(=O)c2cc(Br)ccc2OCC)cc1	-3	-18	35	3.4	-0.4	5	-2	-0.3	12	4
O=C(OCCN1CCOCC1)c1ccccc1	1	-7	-2	-1.5	0.6	10	-2	0.1	8	-2
CC1CN(CCCOc2ccc([N+](=O)[O-])cc2)CC(C)O1 (centres undefined)	1	-5	-2	-0.8	-0.5	-8	-7	0.4	-7	-2
Cc1ccc2nc(-c3ccc(NS(=O)(=O)c4c(C)n(C)c(=O)n(C)c4=O)cc3)sc2c1	-4	0	1	2.2	2.8	-36	-2	-0.5	-7	-11
COc1ccc(CNC(=O)CN2C(=O)C3CCCN3c3ncc(Cl)cc32)cc1 (centres undefined)	-5	-6	4	-0.2	1.3	-3	-1	-0.1	-36	-14
COc1ccc(Nc2nc3c([nH]2)c(=O)[nH]c(=O)n3C)cc1	3	-6	-2	-1.2	-0.8	0	-6	-0.2	-4	-14
CC(C)(CNC(=O)Cc1ccc(Cl)cc1Cl)N1CCCCC1	1	-5	0	0.2	1.1	8	0	0.1	11	2
C=CCn1c(SCC(=O)Nc2ccc(F)cc2)nc2ccccc2c1=O	-7	-2	1	-0.6	0.3	5	-2	-0.8	-7	-11
O=Cc1ccc(OCc2ccccn2)cc1	-2	-11	-3	-1.3	-0.4	-1	-2	-1.4	1	-3
CC(C)c1nnc(NC(=O)CCC(=O)Nc2ccccc2)s1	-1	-15	1	-1.2	-0.5	-1	-3	-0.2	7	-1
Cc1cc(O)cc(C)c1NS(=O)(=O)c1ccc2ccccc2c1	-8	-4	-2	-0.2	-0.1	-7	-6	-1.2	-4	3
COc1ccc(Cl)cc1CN1CCN(c2nc(C)cc(C)c2C#N)CC1	-1	5	-5	1.4	0.1	1	-2	-1.0	6	5
C#CC[N+]1(CC#Cc2cccc3ccccc23)CCOCC1	8	-9	0	-1.7	-0.6	-8	-4	-0.9	-6	3
CCOC(=O)C1CCN(C(=O)C2CCN(c3nnc(-n4cccc4)s3)CC2)CC1	0	-1	-1	0.1	-0.4	-1	-5	-0.5	-4	-1
O=c1c2ccccc2nc(/C=C/c2ccc3c(c2)OCO3)n1CCCO	0	-4	3	-2.5	nt	-7	-2	0.3	5	2
CCN1C(=O)C2C(c3cccc(F)c3)NC(C)(C(=O)OC)C2C1=O (centres undefined)	-3	-10	1	-1.9	-0.7	0	-5	-1.4	-1	-7
CC(=O)NCC(=O)NC1CCCc2c1cnn2-c1ccc(C(C)(C)C)cc1 (centres undefined)	-1	-5	1	-1.8	-0.6	1	-1	-0.2	-16	-2
O=C(COC(=O)c1cccc(S(=O)(=O)N2CCOCC2)c1)c1ccccc1	0	2	-2	0.7	-0.5	5	0	0.2	4	-13
O=C1C2C3C=CC(C4CC34)C2C(=O)N1/N=C/c1ccc([N+](=O)[O-])o1 (centres undefined)	-4	5	-3	-0.5	1.9	-26	-8	-1.1	6	0
Cn1c(/C=N/NC(=O)c2ccccc2Br)nc2ccccc21	-1	-5	-3	-0.9	5.3*	-3	-2	-0.5	1	-3
CCNC(=O)N(CC)C[C@H]1N[C@@](Cc2ccccc2)(C(=O)OC)[C@H]2C(=O)N(C)C(=O)[C@@H]12	2	-5	1	-2.3	1.0	2	-1	0.6	0	-3
N=C1C(c2ccccc2)=C(O)CN1c1cccc(S(=O)(=O)N2CCCCC2)c1	2	1	0	-0.6	0.3	-1	-12	-1.0	1	8
O=C(COc1cccc2cccnc12)Nc1nccs1	4	-9	2	-1.4	0.2	-3	-1	-0.9	-24	-7

Record cards (already shown).
O=C(OCCN1CCOCC1)c1ccccc1 is entered as DNMT1 block = 1; Scp-1 inhibitor = -7; STEP block = -2; LMPTP inh = -1.5; MsrA inhibitor = 0.6; SUMO1 PPI mod = 10; MsrA act = -2; TbMetRS inhib = 0.1; CendR NRP1 mod = 8; eLon inh = -2
O=Cc1ccc(OCc2ccccn2)cc1 is entered as DNMT1 block = -2; Scp-1 inhibitor = -11; STEP block = -3; LMPTP inh = -1.3; MsrA inhibitor = -0.4; SUMO1 PPI mod = -1; MsrA act = -2; TbMetRS inhib = -1.4; CendR NRP1 mod = 1; eLon inh = -3

Returning to the listing, repeating the six entries before the break.
SMILES	DNMT1 block	Scp-1 inhibitor	STEP block	LMPTP inh	MsrA inhibitor	SUMO1 PPI mod	MsrA act	TbMetRS inhib	CendR NRP1 mod	eLon inh
O=C(COC(=O)c1cccc(S(=O)(=O)N2CCOCC2)c1)c1ccccc1	0	2	-2	0.7	-0.5	5	0	0.2	4	-13
O=C1C2C3C=CC(C4CC34)C2C(=O)N1/N=C/c1ccc([N+](=O)[O-])o1 (centres undefined)	-4	5	-3	-0.5	1.9	-26	-8	-1.1	6	0
Cn1c(/C=N/NC(=O)c2ccccc2Br)nc2ccccc21	-1	-5	-3	-0.9	5.3*	-3	-2	-0.5	1	-3
CCNC(=O)N(CC)C[C@H]1N[C@@](Cc2ccccc2)(C(=O)OC)[C@H]2C(=O)N(C)C(=O)[C@@H]12	2	-5	1	-2.3	1.0	2	-1	0.6	0	-3
N=C1C(c2ccccc2)=C(O)CN1c1cccc(S(=O)(=O)N2CCCCC2)c1	2	1	0	-0.6	0.3	-1	-12	-1.0	1	8
O=C(COc1cccc2cccnc12)Nc1nccs1	4	-9	2	-1.4	0.2	-3	-1	-0.9	-24	-7
CC(=O)c1cc(F)c(N2CCN(C(=O)COc3ccc(F)cc3)CC2)cc1C	-1	-3	-1	0.2	2.5	-1	-11	-1.1	3	-8
Cc1ccc(NC(=O)CCc2nnc(SCC(=O)Nc3ccccc3C)n2C)cc1Cl	-1	-4	1	0.0	0.9	-4	-2	-0.4	-8	-4
O=C(O)CNS(=O)(=O)c1c(Cl)cccc1Cl	0	3	-4	-0.6	-2.8	0	-4	0.8	11	-9
C=CCn1c(OCc2ccccc2)n[nH]c1=S	0	-2	0	-6.0	-0.2	5	1	-1.0	0	-5
O=C(COC(=O)Cc1ccc(Br)cc1)NCC1CCCCC1	3	-4	-5	-0.4	0.9	2	-7	-0.2	-9	10
COc1cccc(-c2cc(C(=O)NN3CCOCC3)c3ccccc3n2)c1	4	-9	3	-0.9	1.3	-2	-3	0.0	9	-2
Cc1ccc2c(c1)N(C(=O)CCC(=O)N1CCOCC1)CCO2	0	-14	-2	-1.8	-0.1	-1	1	-0.2	6	-3
CCOC(=O)c1ccc(N(C(=O)CNC(=O)c2ccco2)C(C(=O)NCC2CCCO2)c2ccc(OC)c(OC)c2)cc1 (centres undefined)	2	2	0	-1.1	-0.9	-3	-2	-0.4	-5	1
CCOC(=O)C1CCN(CCC(=O)Nc2ccc(F)cc2)CC1	-1	-2	-1	-2.1	2.5	2	-4	-0.2	10	4
CCOC(=O)c1c(-c2ccccc2)csc1NC(=O)C(C)NCc1ccco1 (centres undefined)	1	9	0	2.3	0.6	0	-2	1.0	-4	-8
CC(=O)N1CCN=C1SCc1ccc(C)cc1	3	-12	0	-1.2	-0.5	3	-8	-0.8	-8	-8
CCC(=O)N1CC2(C)CN(C(=O)CC)CC(C)(C1)C2	1	-9	1	-2.2	0.9	1	-1	-0.3	4	3
CC1CCCC(C)N1C(=O)COC(=O)CCC(=O)c1cccs1 (centres undefined)	4	-10	-2	0.0	-1.1	4	4	-0.4	10	-3
COc1ccc2nc(C3CCCCC3)nc(C3CCCCC3)c2c1	6	7	4	2.9	0.8	1	-1	-0.2	-6	4
Cn1c(=O)[nH]c(=O)c2c1nc(N1CCCCC1)n2CC(O)CN1CCCCC1 (centres undefined)	0	4	0	-0.8	-0.2	-1	0	-0.1	0	-2
Cc1cc(C)c(C(=O)c2ccc(C(=O)N(C(C)C)C(C)C)cc2)c(C)c1	0	-2	0	-0.4	-1.0	1	0	-0.5	0	-5

High-throughput results: PubChem BioAssay, several laboratories
